Y pestis TopoI – Y. pestis Topo-I inhibition via cleavage products; actives 0.064% (n = 360,000); activity, % at 10 µM; Y. pestis Topo-I cleavage product accumulation, plate reader; in the data active = activity above about 50%, passing the limit was not always enough; note: inactives centre near 2
BoNT A protease – BoNT A light chain protease inhibition; multiplex microsphere protease substrate cleavage, flow cytometry; inhibition, % at 10 µM; actives 0.17% (n = 360,000); note: plate controls were buffer without enzyme for full effect and enzyme alone for no effect
TcdB GH inh – TcdB glycohydrolase inhibition | TcdB glycohydrolase enzymatic assay, plate reader | actives 0.24% (n = 350,000) | inhibition, % at 9.99 µM; in the data active = inhibition above about 10%
Target sequence (P18177 whole entry, looked up): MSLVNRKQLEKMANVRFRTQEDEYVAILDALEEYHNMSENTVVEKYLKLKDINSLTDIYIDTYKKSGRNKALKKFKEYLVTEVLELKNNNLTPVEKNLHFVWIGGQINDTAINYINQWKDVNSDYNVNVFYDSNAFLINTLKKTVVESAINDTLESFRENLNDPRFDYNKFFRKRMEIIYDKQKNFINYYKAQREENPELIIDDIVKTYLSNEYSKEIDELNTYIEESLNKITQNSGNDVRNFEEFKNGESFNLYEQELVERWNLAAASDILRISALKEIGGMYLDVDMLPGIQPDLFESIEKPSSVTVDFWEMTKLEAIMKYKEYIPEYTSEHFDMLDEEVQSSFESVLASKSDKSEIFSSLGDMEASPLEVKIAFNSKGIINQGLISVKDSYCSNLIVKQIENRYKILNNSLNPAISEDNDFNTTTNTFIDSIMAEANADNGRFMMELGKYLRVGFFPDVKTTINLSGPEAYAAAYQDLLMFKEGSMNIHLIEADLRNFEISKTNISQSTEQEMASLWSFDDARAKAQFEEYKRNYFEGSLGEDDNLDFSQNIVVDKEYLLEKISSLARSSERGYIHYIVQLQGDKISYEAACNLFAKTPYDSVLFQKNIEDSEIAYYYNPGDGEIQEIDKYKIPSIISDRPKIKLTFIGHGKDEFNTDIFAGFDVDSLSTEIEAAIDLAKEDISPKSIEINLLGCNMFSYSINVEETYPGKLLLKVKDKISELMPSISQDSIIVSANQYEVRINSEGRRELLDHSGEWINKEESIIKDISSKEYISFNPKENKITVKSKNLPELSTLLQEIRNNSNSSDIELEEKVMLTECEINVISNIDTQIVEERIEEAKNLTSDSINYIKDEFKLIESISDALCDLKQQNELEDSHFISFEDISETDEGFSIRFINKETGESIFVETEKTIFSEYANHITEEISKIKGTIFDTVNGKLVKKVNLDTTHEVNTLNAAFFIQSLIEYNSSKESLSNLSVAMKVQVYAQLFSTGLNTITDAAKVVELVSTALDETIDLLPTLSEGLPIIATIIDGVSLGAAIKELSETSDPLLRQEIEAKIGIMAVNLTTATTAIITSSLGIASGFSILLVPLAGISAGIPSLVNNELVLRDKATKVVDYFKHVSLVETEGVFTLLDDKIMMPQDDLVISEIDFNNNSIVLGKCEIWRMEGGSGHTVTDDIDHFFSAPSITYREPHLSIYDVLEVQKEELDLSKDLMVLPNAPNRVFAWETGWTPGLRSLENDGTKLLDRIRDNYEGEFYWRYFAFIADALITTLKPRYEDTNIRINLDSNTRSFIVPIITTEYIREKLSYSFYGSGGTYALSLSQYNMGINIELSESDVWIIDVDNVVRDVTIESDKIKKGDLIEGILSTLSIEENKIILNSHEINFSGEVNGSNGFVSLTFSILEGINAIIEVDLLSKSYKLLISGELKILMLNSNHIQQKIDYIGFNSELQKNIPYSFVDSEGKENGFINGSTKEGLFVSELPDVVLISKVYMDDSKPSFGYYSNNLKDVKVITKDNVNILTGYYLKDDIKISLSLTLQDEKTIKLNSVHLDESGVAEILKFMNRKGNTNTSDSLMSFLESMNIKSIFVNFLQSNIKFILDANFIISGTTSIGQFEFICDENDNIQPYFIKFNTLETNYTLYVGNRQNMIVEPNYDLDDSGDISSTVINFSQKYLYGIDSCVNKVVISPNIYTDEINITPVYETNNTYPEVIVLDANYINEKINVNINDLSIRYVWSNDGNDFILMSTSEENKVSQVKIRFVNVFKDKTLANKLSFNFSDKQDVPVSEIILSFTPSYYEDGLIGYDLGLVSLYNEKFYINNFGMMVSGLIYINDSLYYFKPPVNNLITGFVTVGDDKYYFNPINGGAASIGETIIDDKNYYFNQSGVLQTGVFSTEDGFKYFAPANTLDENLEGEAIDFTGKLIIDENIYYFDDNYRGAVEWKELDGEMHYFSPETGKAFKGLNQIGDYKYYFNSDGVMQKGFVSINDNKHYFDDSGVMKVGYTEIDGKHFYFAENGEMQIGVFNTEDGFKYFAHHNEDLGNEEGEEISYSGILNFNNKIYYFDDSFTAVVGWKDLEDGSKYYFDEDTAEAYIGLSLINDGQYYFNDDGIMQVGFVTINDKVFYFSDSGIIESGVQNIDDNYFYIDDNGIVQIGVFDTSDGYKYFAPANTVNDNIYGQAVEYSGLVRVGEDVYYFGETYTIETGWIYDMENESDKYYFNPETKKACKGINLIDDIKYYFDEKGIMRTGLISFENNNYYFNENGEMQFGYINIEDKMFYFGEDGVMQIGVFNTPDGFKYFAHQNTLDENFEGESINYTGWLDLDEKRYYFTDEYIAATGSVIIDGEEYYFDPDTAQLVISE
PfHsp40 rescue – restores yeast growth despite PfHsp40 toxicity | S. cerevisiae expressing PfHsp40, growth rescue, ATP luminescence | growth rescue, % at 12.5 µM | actives 0.68% (n = 340,000); in the data active = growth rescue above about 28%, passing the limit was not always enough;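 note: yeast W303a lacking pdr1 and pdr3 grown in galactose medium; growth measured after three days at 30 °C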
PriA SSB inh – blocks PriA binding to SSB C-terminal tail; AID 1272365; AlphaScreen SSBct-PriA binding, biotinylated peptide; inhibition, % at 33 µM; actives 0.6% (n = 430,000); in the data active = inhibition mostly above about 37%, no sharp cut-off; inactive = mostly below about 20%;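 note: plate controls were negative control peptide for no effect and reference peptide for full effect; strong numbers were not always called active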
Anthrax LF inh2 – anthrax lethal factor protease inhibition; P15917; AID 588501; actives 0.12% (n = 360,000); multiplex microsphere protease cleavage assay, LF; inhibition, % at 10 µM; note: plate controls were buffer without enzyme for full effect and enzyme alone for no effect
Vc quorum ag – quorum light induction in luxS cqsA deficient V. cholerae. AID 588436. V. cholerae BH1578 lux reporter, luminescence, 6 h. actives 0.16% (n = 350,000). activation, % at 18.7 µM; in the data active = activation mostly above about 9.7%, no sharp cut-off; note: not every result past the cut was called active; inactives centre near 0; reference of the scale not given here
PrPC TRFRET – inhibitors of human cell surface prion protein PrPC | P04156 | TR-FRET read-out | inhibition, % at 13.8 µM | actives 0.43% (n = 370,000); in the data active = inhibition above about 24%; note: 0% = median of the test wells and 100% = reference compound wells
SARS 3CLpro inh – SARS-CoV 3CLpro protease inhibition. AID 1706. actives 0.14% (n = 290,000). inhibition, % at 6 µM. P0C6X7. recombinant SARS-CoV 3CLpro, quenched FRET peptide cleavage; in the data active = inhibition above about 12%
The depositor's hits bear a star; i = inactive; . = not tested or not shown; & = joins results of further samples. Cut-off read from the data, not from the text of the source, unless noted: active = inhibition above about 30%; inconclusive = no clear call, values can overlap the other calls; inactive = below that.

SMILES	Y pestis TopoI	BoNT A protease	TcdB GH inh	PfHsp40 rescue	PriA SSB inh	Anthrax LF inh2	Vc quorum ag	PrPC TRFRET	SARS 3CLpro inh
CCCNC(=O)N(C)C[C@H]1Oc2ncc(Br)cc2C(=O)N([C@H](C)CO)C[C@H]1C	0	-0.3	-2.1&0.9	.	.	1	i	3	.
CCN(CC)CCCN1C(=O)C(=O)/C(=C(/O)c2ccc(Cl)cc2)C1c1ccccn1 (stereo unspecified)	4	-0.4	.	-1.3	.	-3	-0.6	-8	.
O=C(NCC(=O)N(c1cccc(F)c1)C(C(=O)NC1CCCC1)c1cccnc1)c1ccco1 (stereo unspecified)	8	5.1	2.1	0.4	0	-4	-0.2	-9	1
CC(C)(C)c1ccc(C(=O)OCC(=O)NCc2ccco2)cc1	6	.	0.8	-0.1	2	.	i	-2	.
CSc1ccc(CCNC(=O)CCc2nnc3ccc(N4CCCCC4)nn23)cc1	34	-0.1	0.9	-1.3	-14	-6	-0.3	-5	-6
Cc1ccc(S(=O)(=O)N2C[C@H]3N(C(=O)OC(C)C)N(C(=O)OC(C)C)C[C@H](OC(=O)NCc4ccccc4)[C@@]3(O)C2)cc1	8	-0.3	1.7	.	.	8	-0.2	-7	.
COCOCCn1cc(CN2CCS(=O)(=O)N(Cc3ccc(-c4ccncc4)cc3)C(C)C2=O)nn1 (stereo unspecified)	-1	-0.1	-0.4	.	.	-3	-0.5	3	.
C[C@]12CC(=O)CC1CCC1C2CC[C@@]2(C)C1CC[C@@H]2O (stereo partly specified)	-7	0.3	2.6	-0.1	-7	1	i	-3	4
COc1cccc(C(=O)N2CCCC(c3nc(-c4cccs4)no3)C2)c1 (stereo unspecified)	9	-0.2	.	0.4	-19	-2	-0.3	10	-9
CCOc1ccc(NC(=O)CSc2nc3[nH]ncc3c(=O)[nH]2)cc1	10	1.2	-0.5	-0.7	2	-3	-0.3	6	.
O=C(NNC(=O)c1csc(-c2cnccc2C(F)(F)F)n1)c1ccc(C(F)(F)F)cc1	-9	.	-0.9	.	-6	.	i	7	-3
Oc1ccc(N=Nc2cccc(C(F)(F)F)c2)cc1C=Nc1ccc(N2CCOCC2)cc1	8	-0.6	.	-0.7	-2	-4	0.0	-7	-3
CC(C)(C)N=C1C([N+](=O)[O-])=CC=C2C1=NC1(CCCCC1)N2O	-16	0.4	.	-0.3	29	-2	-0.2	-9	0
Cc1ccc(-c2nnc(Nc3ccc4c(c3)OCO4)c3ccccc23)cc1S(=O)(=O)NCCO	6	-0.2	2.9	0.2	4	-1	i	-15	2
CCCCn1nnnc1NCc1ccc(C)cc1	-19	1.0	0.9	-0.5	-21	-5	0.2	9	0
COc1ccc2c(c1OC)C(=O)N1N=C(c3ccc(F)cc3)CC21 (stereo unspecified)	1	-0.4	1.0	0.5	-7	0	i	-2	0
CC(=O)Nc1ccc(S(=O)(=O)NC(CC(=O)NCCCN2CCOCC2)C(C)C)cc1 (stereo unspecified)	-4	0.3	.	-0.5	-4	3	0.0	-2	-8
COc1ccccc1NS(=O)(=O)c1ccc(C(=O)N2CCCCCCC2)cc1	25	1.0	1.1	2.4	12	-2	i	2	.
Cc1c(C(=O)NCc2cccc(Cl)c2)sc(=O)n1Cc1ccc(F)cc1	17	0.3	-0.6	.	.	3	-0.5	4	.
O=S(=O)(c1ccc(NC(=S)NC23CC4CC(CC(C4)C2)C3)cc1)N1CCCCC1	4	-0.2	0.7	.	.	-7	-0.9	0	.
COC1CCC(OC2CC(C3(C)CCC4(CC(O)C(C)C(C(C)/C=C(\C)C(=O)C(C)CC(C)C(=O)O)O4)O3)OC3(OC(C4OC(O)(CO)C(C)CC4C)CC3C)C2C)OC1C (stereo unspecified)	44	0.0	-4.7	220*	12	-3	-5.6	1	.
CSCCC(NC(=O)COc1ccccc1)C(=O)N1CCN(c2ccccc2F)CC1 (stereo unspecified)	2	-1.1	.	5.2	3	-5	i	-5	-1
Cc1ccccc1-c1cc2c(c3c1ccn3C)C1CCC2O1 (stereo unspecified)	.	0.8	0.0	.	.	4	.	6	.
Cc1cccc(-c2nnc(-c3ccc4ccccc4c3)o2)c1	12	0.2	0.9	0.5	-4	6	i	-1	.
CCOc1ccc(S(=O)(=O)NCCC(=O)OCC(=O)N2CC(=O)Nc3ccccc32)cc1	8	-0.4	1.1	0.2	-9	-1	0.9	7	1
Cc1nn(Cc2c(Cl)cccc2Cl)c(C)c1NC(=O)Cn1nc([N+](=O)[O-])c(Cl)c1C	4	-0.3	-0.4	-0.9	-11	-2	-0.3	-2	2
N=C1SCC(=O)N1c1ccccc1Cl	3	0.2	1.2	0.1	15	-8	i	-3	-1
COc1ccc(OC)c(C(=O)NC(CC(N)=O)c2ccc(NCc3ccc(F)c(F)c3)c([N+](=O)[O-])c2)c1 (stereo unspecified)	25	-0.7	3.1	3.6	14	-8	-0.6	-16	-3
CC(=O)Nc1ccc2c(c1)C(=Nc1cccc(C)c1)c1ccccc1-2	2	-0.4	0.9	1.0	-5	-3	.	6	.
COC(=O)c1cc(Cl)cc2c(CCO)c[nH]c12	5	-0.2	2.5	0.0	-7	-9	i	1	.
COc1ccccc1C1CCN(c2ccc([N+](=O)[O-])c(OC)c2)CC1	20	-6.4	-1.2	8.9	9	-10	i	2	4
COc1cc2c(cc1OC)C(C)N(C(=O)c1c(C)noc1C)CC2 (stereo unspecified)	-1	.	1.0	-1.5	2	.	0.8	3	1
Cc1ccc(CNC(=O)c2sccc2-n2cccc2)cc1	0	-0.7	.	2.0	-1	5	-0.3	5	2
C=C1C(=O)C=C[C@]2(C)C[C@@H]3OC(=O)[C@](C)(O)[C@H]3C[C@@H]12	5	-0.2	0.7	-1.5	-1	-10	-2.1	-12	.
Cc1cccc(CC(=O)NCCS(=O)(=O)N2CCN(c3cccc(Cl)c3)CC2)c1	18	1.2	-5.6	0.4	-10	0	-1.5	8	.
CCCOc1ccccc1NC(=O)c1ccc([N+](=O)[O-])cc1	6	-0.3	1.6	0.1	-6	-3	0.3	-7	5
CC1(C)CC(=O)C=C(NC2CCCCCCC2)C1	8	-3.4	.	-1.1	-7	-8	i	2	-3
CCOC(=O)c1cnc(SCC(=O)Nc2ccc(N3CCOCC3)c(Cl)c2)nc1N	5	0.0	.	1.1	-18	0	-0.1	3	-2
CNc1oc(/C=C/c2ccccc2)nc1C#N	-5	-0.5	.	1.4	5	1	-0.3	-7	1
Nc1ncnc2c1ncn2[C@@H]1O[C@H](C(=O)Nc2cc(C(F)(F)F)cc(C(F)(F)F)c2)[C@@H](O)[C@H]1O	.	-0.6	2.4	.	.	-1	.	-4	.
C/C(=N\Nc1ccc(Cl)c(C(=O)O)c1)c1ccc(Br)s1	-3	-2.7	-0.8	0.0	.	4	i	1	0
NS(=O)(=O)c1ccc(NC(=O)CSc2n[nH]c(=O)n2Cc2ccccc2)cc1	7	-1.0	-0.7	1.5	-4	-15	-3.6	3	5
COC(=O)C1(C(O)C(=O)c2ccc(C)cc2C)CCCCC1 (stereo unspecified)	8	1.3	.	0.3	-16	1	-0.3	-1	5
O=C(COC(=O)CCC(=O)c1cccs1)Nc1ncc(Cl)cc1Cl	-1	0.1	.	0.4	-4	0	-0.7	5	2
COc1ccnc2c1c(=O)n(Cc1cccc(Cl)c1)c(=O)n2C	-5	1.6	0.2	0.8	-6	-2	i	-5	-2
Cc1ccc(C(=O)NC2CCN(CC(=O)NCc3cccs3)CC2)cc1	-3	-0.2	0.0	-0.5	-7	-4	-0.3	1	3
CCn1c(=O)c2c3c(sc2n2c(=S)[nH]nc12)CCC3	-2	-0.3	.	-0.1	-15	-5	3.1	4	0
Nc1nc(SCC(=O)N2CCCc3ccccc32)n[nH]1	1	4.0	1.0	-0.3	-6	-2	0.2	2	.
COc1ccc(Cc2c(-c3cccc(Cl)c3)nc3cc(C)c(Br)c(C)n23)c(C)c1	.	0.3	0.1	.	.	-1	.	6	.
O=C(CN(Cc1ccc(Cl)cc1)C(=O)CNS(=O)(=O)c1ccccc1)NCC1CCCO1 (stereo unspecified)	1	-0.5	2.1	-0.1	-7	1	-0.1	1	-4
CCN(CC)S(=O)(=O)c1cc(-c2nnc(-c3ccc(Br)cc3)o2)ccc1Br	0	1.1	.	0.5	-7	2	i	2	5
CCCCN(C(=O)c1cccc(S(=O)(=O)N2CCN(Cc3ccccc3)CC2)c1)c1ccccc1	40	-0.5	1.4	3.7	-2	-2	i	-6	-2
CCN(CC(=O)Nc1c(F)cccc1F)C(=O)CSCC(=O)Nc1ccc(OC)cc1	-2	-10	1.2	-2.3	-6	-5	-0.6	4	.
CCC(=O)Nc1cccc(NC(=O)CSc2nnc(-c3ccc(NS(C)(=O)=O)cc3)n2C)c1	-4	0.3	0.3	-0.9	-1	-3	i	10	-4
O=CNc1c(Br)cc2c(c1Br)Cc1cc(Br)ccc1-2	-7	-0.7	-6.8	-0.5	-13	-7	-3.3	3	.
Cc1ccn2cc(CCNC(=O)C3CC=CCC3C(=O)O)nc2c1 (stereo unspecified)	4	-1.0	1.1	-0.3	-7	0	2.1	-7	-1
CCSc1ccc([C@@H]2[C@@H]3C(=O)N(CC)C(=O)[C@@H]3[C@]3(C(=O)OC)CCCN23)cc1	-2	-0.6	3.6	2.4	-7	-10	-0.6	5	.
Cc1cc(C(=O)CN2CCCC2)c(C)n1-c1ccc(Cl)cc1	11	-0.1	.	0.2	-6	-4	i	-7	2
CCNC(=O)Oc1ccc(-c2csnn2)cc1	11	-0.2	9.0	-0.2	-9	0	i	3	0
Oc1ccc(N=Cc2c(O)ccc3ccccc23)cc1	-12	0.8	2.7	4.5	16	-11	-0.3	-4	3

Compound profiles (already shown). Order of screens: Y pestis TopoI | BoNT A protease | TcdB GH inh | PfHsp40 rescue | PriA SSB inh | Anthrax LF inh2 | Vc quorum ag | PrPC TRFRET | SARS 3CLpro inh
Listed for Oc1ccc(N=Cc2c(O)ccc3ccccc23)cc1 : -12 | 0.8 | 2.7 | 4.5 | 16 | -11 | -0.3 | -4 | 3
Listed for COC(=O)C1(C(O)C(=O)c2ccc(C)cc2C)CCCCC1 (stereo unspecified) : 8 | 1.3 | . | 0.3 | -16 | 1 | -0.3 | -1 | 5
Listed for O=C(COC(=O)CCC(=O)c1cccs1)Nc1ncc(Cl)cc1Cl : -1 | 0.1 | . | 0.4 | -4 | 0 | -0.7 | 5 | 2

New compounds follow
SMILES	Y pestis TopoI	BoNT A protease	TcdB GH inh	PfHsp40 rescue	PriA SSB inh	Anthrax LF inh2	Vc quorum ag	PrPC TRFRET	SARS 3CLpro inh
COc1cc2c(cc1OC)CN(Cc1ccc(C)s1)CC2	2	0.5	.	-0.3	-17	3	8.5	-9	-3
COc1cc(C(=O)NCc2cn3cccc(C)c3n2)cc(OC)c1OC	4	-0.1	0.4	-0.5	0	-2	-0.2	-2	0
O=C(N/N=C/c1ccc([N+](=O)[O-])o1)c1cn(-c2ccccc2)nc1-c1ccccc1	-16	1.4	0.9	-0.7	.	-1	-0.1	-9	0
O=C(OCC(=O)N1CCc2ccccc21)c1ccccc1	7	0.6	.	-0.2	-4	-5	.	3	-3
CC(=O)Nc1cc2c(cc1C(C)=O)OCCO2	-4	0.3	.	1.4	-14	-1	i	1	1
O=C(CCl)NNc1cccc(Cl)n1	1	-0.8	.	0.9	-2	-1	-0.4	5	2
OCC[C@H]1C[C@@H](O)[C@H](O)[C@@]2(Cc3ccccc3CO2)O1	-3	0.3	0.9	-1.3	-10	-8	i	-4	.
Cc1ccccc1NC(=S)N(C)Cc1cn(C)c2ccccc12	6	0.8	-0.6	0.2	-5	-1	-0.3	4	0
CC1CCN(C(=O)C2CCCN(S(=O)(=O)c3ccc4c(c3)CC(C)N4C(=O)C3CC3)C2)CC1 (stereo unspecified)	11	0.0	0.6	-0.7	-3	6	0.1	14	-2
N=C1C(c2nc3ccccc3c(=O)[nH]2)=C(O)CN1CCO	1	-0.6	.	-0.8	2	-6	-7.7	0	6
O=C(COC(=O)CCC(=O)N1CCOCC1)Nc1ccc(Br)cc1Br	-2	0.1	1.0	-1.1	-9	-10	-3.2	9	.
COc1ccc(S(=O)(=O)N2CCN(Cc3cccs3)CC2)cc1OC	1	-2.0	1.1	-0.3	-13	-14	0.1	8	.

Compound activity deposited in PubChem BioAssay by several laboratories.

Not all compounds are listed (hit frequency here may not be typical).
